GST TR-FRET counter – GST-antibody interaction or FRET quenching – biochemical, TR-FRET, artefact control for Vif-APOBEC3G degradation inhibitor project, dose response (AID 1117362) | IC50 in µM for hits, for the others inhibition, % at the top dose, mostly 100 µM | 3,600 tested, 2.8% active | TR-FRET counter screen, biotin-GST/anti-GST signal;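 active = inhibition above 30% at one or more concentrations, seen consistently on every test date; inconclusive = results that disagree between repeat test dates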;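 also: biotinylated GST protein used in place of GST-Vif 1-94 and biotin-A3G peptide; detects fluorescence quenchers or blockers of GST binding to anti-GST antibody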
Numbers without * were called inactive; ? = inconclusive.

SMILES	GST TR-FRET counter
Cc1nc2cc(NC(=O)Nc3ccc(N4CCOCC4)cc3)ccc2n1C	28.2%
Cc1cccc(C)c1NC(=O)CS(=O)CC(=O)NC1CCN(Cc2ccccc2)CC1 (stereo not given)	-1.3%
O=C(Nc1nc2ccc(Cl)cc2s1)C1CCCO1 (stereo not given)	2.5%
Cc1ccc(C)n1Cc1ccc(C(=O)O)cc1	-0.6%
COC(=O)C1=C(C)NC(=O)/C1=C\c1cccs1	-11.6%
COc1cc(/C=C2\CC/C(=C\c3cc(OC)c(O)c(OC)c3)C2=O)cc(OC)c1O	19.2%
Cc1nc2ccc(NC(=O)c3cc(S(=O)(=O)N4CCOCC4)ccc3C)cc2s1	-1.8%
COc1ccc(NC(=O)O/N=C/c2ccccc2Cl)cc1	4.8%
O=C(/C=C/c1cccs1)Nc1ccc(Br)cn1	-1.3%
COc1ccc(-c2noc(Cc3ccc(Cl)cc3)n2)cc1OC	4.9%
Nc1ccccc1-c1nnc(SCc2ccccc2Cl)[nH]c1=O	5.4%
Oc1ccc(/C=N/N=C/c2ccc(O)c(O)c2)cc1O	-4.3%
Nc1c(S(=O)(=O)c2ccccc2)c2nc3ccccc3nc2n1/N=C/c1ccco1	-18.5%
COc1ccc(NC(=O)CSc2nc3c(cc2C#N)CN(C)CC3)cc1	12.4%
Cc1ccccc1OCC(=O)NCC1CCCO1 (stereo not given)	1.2%
N#Cc1ccccc1CN1C(=O)S/C(=C/c2cccn2-c2cccc(C(=O)O)c2)C1=O	-0.3%
COc1cc(C(C2C(=O)CC(C)(C)CC2=O)C2C(=O)CC(C)(C)CC2=O)cc(OC)c1OC	1.2%
CC(=O)Nc1ccc(NC(=O)CN(c2cccc(C(C)=O)c2)S(C)(=O)=O)cc1	4.1%
O=C(Nc1nnc(C2CC2)s1)c1ccc(S(=O)(=O)c2ccccc2)cc1	0.1%
CCc1cc(=O)n2[nH]c(C)c(-c3ccccc3OC)c2n1	-1.4%
COc1ccc(S(=O)(=O)Cc2ccc(C(=O)N3CCN(c4ccccc4)CC3)o2)cc1	2.7%
CC(=O)NC1=NC(=O)/C(=C/c2cc(C)n(-c3cccc(C(=O)O)c3)c2C)S1	-0.5%
COc1cc(/C=C(\CC(=O)O)c2nc3ccccc3s2)cc(OC)c1O	-10.3%
CCOc1ccc2nc(NC(=O)CN3CCN(c4ccccn4)CC3)sc2c1	-10.5%
O=C(NCCc1c[nH]c2ccccc12)c1ccc(S(=O)(=O)NCc2ccco2)cc1	-1.7%

A different layout for some results above:
Molecule,GST TR-FRET counter
Cc1ccc(C)n1Cc1ccc(C(=O)O)cc1,-0.6%
Oc1ccc(/C=N/N=C/c2ccc(O)c(O)c2)cc1O,-4.3%

Remaining list, next part
SMILES	GST TR-FRET counter
COc1ccccc1NC(=O)N1CCCC1C(=O)NC1CCCCC1 (stereo not given)	-1.0%
CC(C)(C)c1cc(C(C)(C)C)cc(S(=O)(=O)CCc2ccccn2)c1	-0.4%
O=[N+]([O-])c1ccc(Cl)c(S(=O)(=O)Nc2cccc(S(=O)(=O)NC3=NCCC3)c2)c1	0.4%
O=S(=O)(O)c1cccc2c(N=Nc3ccc(O)c4ncccc34)cccc12	-3.0%
COc1ccccc1NC(=O)C1=C(C)Nc2nnnn2C1c1ccccn1 (stereo not given)	0.9%
COC(=O)CSc1nnc(CNC(=O)c2cccs2)n1-c1cc(OC)ccc1OC	5.6%
Cc1nc2cc(-c3ccsc3-n3c(C)ccc3C)[nH]n2c(=O)c1Cl	2.8%
Cc1ccc(-c2nn3c(C)nnc3s2)cc1NC(=O)CSc1ccc(Cl)cc1	-14.5%
NC(=O)C1CCCN(CC(=O)Nc2ccccc2C(=O)NC2CC2)C1 (stereo not given)	2.4%
CCOC(=O)C1=C(N)OC2=C(C(=O)CCC2)C1c1ccc(C)s1 (stereo not given)	-2.6%
O=C1CC(Nc2ccc(N3CCOCC3)cc2)C(=O)N1CCc1ccccc1 (stereo not given)	8.8%
Cc1[nH]n(-c2nc(-c3ccccc3F)cc(=O)[nH]2)c(=O)c1CCO	1.9%
COc1cc(/C=N/N=C2/NC(=O)C(c3ccccc3)S2)ccc1O (stereo not given)	-3.3%
COc1ccc(C)cc1NC(=O)COC(=O)CCC(=O)c1cccs1	0.1%
CC1(C)CC(=O)c2cc(OCC(=O)NCc3cccnc3)ccc2O1	-1.0%
CCCC(=O)N(CCc1ccc(OC)cc1)Cc1nc2ccccc2c(=O)[nH]1	-2.4%
O=C1/C(=C/C=C/c2ccco2)SC(=S)N1c1ccc(O)cc1	3.5%
COc1ccc(C(CNCC(=O)Nc2ccccc2F)N(C)C)cc1 (stereo not given)	-0.5%
N#CC(C#N)=Cc1cccn1-c1ccc(C(=O)O)cc1	0.8%
O=C(CN1CCN(S(=O)(=O)c2ccc(Cl)s2)CC1)NCc1ccc(Cl)cc1	-2.1%
CS(=O)(=O)N1CCCC(C(=O)NCCCN2CCC(Cc3ccccc3)CC2)C1 (stereo not given)	-1.9%
O=C(OCN1C(=O)c2ccccc2C1=O)C1CCCCC1	12.3%
O=C(O)CSCc1c(F)cccc1Cl	-1.8%
O=C(CCS(=O)(=O)c1ccc(Br)cc1)N1CCN(c2ccc(F)cc2)CC1	10.0%
CCOc1ccc(CCNC(=O)C2CC(C)=CCC2C(=O)O)cc1OCC (stereo not given)	-4.8%
Additional structures follow:
SMILES	GST TR-FRET counter
COc1ccc(N2CCN(C(=O)COc3ccccc3)CC2)cc1	8.3%
O=C(c1ccco1)N(Cc1ccco1)c1ccc(O)cc1	3.2%
Cn1cnnc1SCC(=O)Nc1ncc([N+](=O)[O-])s1	0.4%
Cc1nc2cc(N=NC3=C(O)CCCC3=O)ccc2s1	26.2%
CCCCCOc1ccc(C2C(C(C)=O)=C(C)Nc3ncnn32)cc1OC (stereo not given)	-3.6%
OCCCNc1ncnc2c1[nH]c1ccccc12	0.4%
Cc1ccccc1NC(=O)c1c(C)[nH]c(=S)c(C#N)c1-c1ccco1	-2.6%
Cc1ccc(S(=O)(=O)CCC(=O)Nc2ccc3c(c2)OCO3)cc1	3.4%
COc1cccc2c1NC(C(=O)O)C1CC=CC21 (stereo not given)	>100µM*
CCN(CC)c1ccc(N=Cc2ccc(N(CC)CC)cc2O)cc1	?
COc1cccc(/C=N/n2c(N)c(S(=O)(=O)c3cccs3)c3nc4ccccc4nc32)c1	-17.4%
CO[C@H]1C=CO[C@@]2(C)Oc3c(C)c(O)c4c(O)c(c(C=NN5CCN(C)CC5)c(O)c4c3C2=O)NC(=O)C(C)=CC=C[C@H](C)[C@H](O)[C@@H](C)[C@@H](O)[C@@H](C)[C@H](OC(C)=O)[C@@H]1C	-18.4%
C[c-]1[c-](C)[c-](C)[c-](C)[c-]1C.[Fe].c1cc2nccc(N3CCCC3)[c-]2c1 (stereo not given)	28µM*
CCOC(=O)Cn1c(=O)oc2cc(S(=O)(=O)Nc3c(C)cc(C)cc3C)ccc21	5.7%
CC1(C)CCCN(C(=O)c2coc(=O)c(Br)c2)C1	1.1%
N#CC(=C1SC=CS1)c1nc(-c2ccccc2)cs1	-5.9%
CCOc1ccccc1C1CC(=O)NC(SCC)=C1C#N (stereo not given)	0.7%
O=S(=O)(c1cccs1)n1nnc2ccccc21	-1.6%
CC(C)c1ccc(/C=C/C(=O)N2CCc3ccccc3C2)cc1	-2.2%
CCCn1c(Sc2nc3c(c(=O)[nH]c(=O)n3C)n2CCC)nc2c1c(=O)[nH]c(=O)n2C	-3.7%
O=C1CSC(c2cccnc2)N1Cc1cccnc1 (stereo not given)	-2.2%
O=C(Nc1ccc(F)cc1F)c1noc2c1CCC2	8.4%
CCC(=O)N1CCN(c2ccccc2NC(=O)c2cccc(C)c2)CC1	-5.1%
CSc1nc2ccc3nc(NC(=O)c4ccccc4)sc3c2s1	2.0%
O=C(c1cccc(C(F)(F)F)c1)C1CCCN(C(=O)CCCN2CCCC2=O)C1 (stereo not given)	0.5%

Ordered by molecular weight (largest number first): part of the list above.
SMILES	GST TR-FRET counter
CSc1nc2ccc3nc(NC(=O)c4ccccc4)sc3c2s1	2.0%
CC(C)c1ccc(/C=C/C(=O)N2CCc3ccccc3C2)cc1	-2.2%
O=C(Nc1ccc(F)cc1F)c1noc2c1CCC2	8.4%

The results go on:
SMILES	GST TR-FRET counter
CC(=O)N1CCc2cc(S(=O)(=O)NC(C(=O)NC3CCCc4ccccc43)C(C)C)ccc21 (stereo not given)	-2.9%
CCOC(=O)CSc1nnc(-c2ccccc2NC(=O)c2ccccc2)o1	1.1%
Cc1ccn2cc(CNS(=O)(=O)c3ccc(Cl)s3)nc2c1	2.1%
O=S(=O)(Nc1ccc2c(c1)OCCO2)c1cnc[nH]1	7.8%
CCOC(=O)CCN(Cc1sccc1C)S(=O)(=O)c1ccc(F)cc1	-0.9%
CCOc1ccc(-n2cnnn2)cc1S(=O)(=O)NCCc1ccc(OC)c(OC)c1	1.3%
O=C(CCCCCCC(=O)NCc1ccccc1)NCc1ccccc1	3.6%
CCN(CC)S(=O)(=O)c1cccc(NN=c2c(=O)c3ccccc3c2=O)c1	0.4%
COc1ccc(NC(=O)/C=C/c2ccc(S(=O)(=O)N3CCOCC3)cc2)cc1	2.5%
Cc1ccc(C)c(CN2C(=O)C(C)Oc3ccc(C)cc32)c1 (stereo not given)	4.2%
CC(C)(C)NC(=O)C(c1ccncc1)N(C(=O)CNC(=O)c1ccco1)c1ccc2c(c1)OCO2 (stereo not given)	2.0%
Cc1ccc([C@H]2C(C(=O)O)=CC[C@@H](c3cccc(Cl)c3)N2S(=O)(=O)c2ccc(C)cc2)cc1	-1.2%
CCCc1n[nH]c2c1C(=O)C(C(=O)OC)C(C)(C)C2 (stereo not given)	1.6%
Cc1cc(C)cc(Nc2ccc(C(=O)O)cc2N)c1	9.8%
CCOC(=O)C1CCCN(C(=O)c2ccc3c(c2)OCO3)C1 (stereo not given)	-1.0%
Cc1ccc(S(=O)(=O)C(F)(F)F)cc1NC(=O)c1cccnc1	1.9%
CCCCNC(=O)c1onc(CSc2ccc(C(C)C)cc2)c1C(=O)O	0.6%
COc1cccc(C(=O)CSc2nc3ccccc3n2CC(=O)N2CCOCC2)c1	19.2%
CC1=CC(C)(C)N=C(Nc2nc(C)c3cc(C)cc(C)c3n2)N1	10.2%
COc1ccc(N(C(=O)COc2ccccc2OC)S(=O)(=O)c2ccc(C)cc2)cc1	3.8%
O=C1C(O)CC2c3ccccc3CC3(CCCC3)N12 (stereo not given)	1.0%
C=CCc1c(C)nc(C)nc1N/N=C/c1ccc(F)cc1	1.3%
Cc1ccc2cc(C(c3nnnn3Cc3ccccc3)N3CCc4ccccc43)c(=O)[nH]c2c1 (stereo not given)	-2.8%
O=C(O)COc1ccc2c(c1)O/C(=C\c1ccco1)C2=O	-9.3%
CCN1CCN(C2=NC(=O)/C(=C/c3ccc(C)o3)S2)CC1	8.2%

Looked up one by one from the entries so far, 2 records:
SMILES	GST TR-FRET counter
CCCCNC(=O)c1onc(CSc2ccc(C(C)C)cc2)c1C(=O)O	0.6%
CCOc1ccc(-n2cnnn2)cc1S(=O)(=O)NCCc1ccc(OC)c(OC)c1	1.3%

(cont.)
SMILES	GST TR-FRET counter
CCOc1ccc(S(=O)(=O)Nc2ccc(S(=O)(=O)N3CCCCC3)cc2)cc1	4.6%
O=C(c1cc(-c2ccco2)nn1-c1cccc(Cl)c1)N1CCCCC1	3.6%
CCCC(NCC(=O)Nc1ccccc1C(=O)NC1CC1)c1ccccc1 (stereo not given)	2.1%
O=C(COC(=O)c1cc(=O)[nH]c2ccccc12)Nc1cccc(S(=O)(=O)N2CCOCC2)c1	5.7%
O=C1NC(c2ccc(Br)cc2)=N/C1=C/c1ccco1	-4.8%
O=[N+]([O-])c1ccc2c(c1)S(=O)c1ccccc1-2 (stereo not given)	10.9%
O=C(N/N=C/c1ccc(F)cc1)c1ccc(Br)cc1	3.3%
c1ccc(CCc2nn3c(C4COc5ccccc5O4)nnc3s2)cc1 (stereo not given)	3.8%
COc1ccc(CNC(=O)c2c(-c3cc(Cl)c(OC)c(Cl)c3)noc2C)cc1	5.6%
CCN(C(=O)CN1CCN(c2ccc(O)cc2)CC1)c1c(N)n(Cc2ccccc2)c(=O)[nH]c1=O	?
CC1(C)C2CCC1(C)C(NC1=NCCC1)C2 (stereo not given)	4.3%
O=C(NCCNC(=O)c1cc(OCC(F)(F)F)ccc1OCC(F)(F)F)Nc1cccc(C(F)(F)F)c1	1.1%
CCCn1c(CNc2ccccc2O)nc2ccccc21	-1.9%
CN1C(=O)c2ccccc2C(C(=O)O)C1c1cccc(F)c1 (stereo not given)	-1.5%
O=C(Nc1ccc(COc2ccccc2)cc1)Oc1ccccc1N1CCOCC1	-1.4%
Cc1c(NC(=O)CN2CCN(c3ccc(O)cc3)CC2)c(=O)n(-c2ccccc2)n1C	12.9%
O=C(CNC(=O)c1cccs1)OCC(=O)c1ccc2ccccc2c1	2.1%
COc1ccc(CCNC(=O)/C=C/c2ccco2)cc1	0.5%
COC1=CC(=O)C(C2CC(=O)c3c(O)cc(O)cc3O2)=CC1=O (stereo not given)	1.6%

2 entries from above, with bars between the fields:
Molecule | GST TR-FRET counter
COc1ccc(CNC(=O)c2c(-c3cc(Cl)c(OC)c(Cl)c3)noc2C)cc1 | 5.6%
CCN(C(=O)CN1CCN(c2ccc(O)cc2)CC1)c1c(N)n(Cc2ccccc2)c(=O)[nH]c1=O | ?

Screens deposited in PubChem by Southern Research Institute.

An excerpt; the hit share may differ from the screen's.
